From PubChem BioAssay
D1 PAM: potentiators of human D1 dopamine receptor. potentiation, % at 10 µM. AID 504651. HEK293 TREx D1 cells, calcium flux, dopamine EC20 potentiation. P21728. 360,000 compounds, 0.036% hits; in the data active = potentiation above about 30%; also: 0% is about no effect
D2 antag: antagonizes the human D2 dopamine receptor; P14416; HEK293 TREx D2 cells, calcium flux, dopamine EC80; inhibition, % at 10 µM; 340,000 compounds, 2% hits; AID 485344; in the data active = inhibition above about 30%; also: 0% is about no effect
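HEK293 T-REx D2 cells, tet-induced, calcium dye no-wash. Cpd pintool add, 180 s kinetic, then EC80 DA, 180 s kinetic. Ca flux read.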
D2 agonist: D2 dopamine receptor (human) agonism; P14416; HEK293 T-REx D2 cells, calcium flux agonist mode; activation, % at 2 µM; 340,000 compounds, 0.53% hits;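 active = activation over 3 SD above normal in the single-dose calcium agonist read, cut at about 30% in these data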; also: 0% is about no effect
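Tetracycline-induced HEK293 Trex cells with D2 receptor force-coupled to calcium signaling, plated overnight at 30 C and loaded with no-wash calcium dye. Calcium flux read kinetically for 180 s after compound addition; responses flag agonists.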
D1 ag: human D1 receptor agonism. P21728. HEK293 T-REx D1 cells, calcium flux, agonist mode. activation, % at 2 µM. 360,000 compounds, 1% hits. AID 504660; also: 0% is about no effect
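Inducible HEK293 T-REx D1 cells, force-coupled to calcium signalling, were plated at 4000 cells/well with tetracycline and held overnight at 30 C. After no-wash calcium dye loading, compound-evoked calcium rise over 180 s flagged agonists.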
TRHR ag: activates the human TRH receptor | activation, % at 2 µM | 360,000 compounds, 0.18% hits | P34981 | AID 493084 | TRHR cells, calcium flux fluo-8, FDSS agonist mode; also: 0% is about no effect
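Steps: seed TRHR cells overnight; add fluo-8 no-wash Ca dye, RT 30 min–1.5 h; record 10 s baseline; pin-transfer compounds; monitor fluorescence 1 cycle/s for the agonist window. Calcium increases flag candidate agonists.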
D2 potentiator: positive allosteric modulators of human D2 dopamine receptor; potentiation, % at 10 µM; P14416; 340,000 compounds, 0.34% hits; HEK293 T-REx D2, calcium flux, EC20 dopamine potentiation;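 active = potentiation over 3 SD above the plate norm, cut at about 30% in these data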; also: 0% is about no effect
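Tetracycline-induced Hek293 Trex D2 cells, force-coupled to calcium, loaded with no-wash calcium dye. Compound added with 180 s kinetic read for agonism, then EC20 dopamine and a further 180 s read for potentiation.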
D1 antag: antagonists of human D1 dopamine receptor. P21728. activity change, negative = inhibition, % at 10 µM. HEK293 TREx D1 cells, calcium flux, dopamine EC80; active compounds read low. 360,000 compounds, 3.2% hits; in the data active = activity change below about -30%; also: % is scaled to controls: 0 for no effect and ±100 for the full control effect
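Antagonism measured as reduced calcium response to an EC80 dopamine addition following 180 s compound pre-read; cells were inducible HEK293 Trex D1 plated overnight at 30 C, read kinetically at 1 cycle/sec.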
TRHR enhancer: TRH receptor (human) allosteric enhancement; P34981; TRHR cells, fluo-8 calcium fluorescence, EC20 TRH enhancement; enhancement, % at 2 µM; 360,000 compounds, 0.66% hits; in the data active = enhancement above about 30%; also: 0% is about no effect
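TRHR-expressing cells loaded with fluo-8 calcium dye were read kinetically (ex 480/em 530) during compound addition, then stimulated with an EC20 of TRH (10 nM final). Enhancement of the Gq-mediated intracellular calcium response was scored.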
RXFP1 antag: antagonists of human relaxin receptor RXFP1 | activity change, negative = inhibition, % at 57.5 µM | Q9HBX9 | HEK293-RXFP1, relaxin-stimulated cAMP HTRF, 30 min; active compounds read low | AID 1259400 | 350,000 compounds, 0.59% hits;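 active = activity change of -60% or lower, but not beyond a set lower limit; inconclusive = change between -60% and -40%, or beyond the set limit; inactive = change above -40%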; also: % is scaled to controls: 0 for no effect and ±100 for the full control effect
Target sequence (Q9HBX9 whole entry, looked up): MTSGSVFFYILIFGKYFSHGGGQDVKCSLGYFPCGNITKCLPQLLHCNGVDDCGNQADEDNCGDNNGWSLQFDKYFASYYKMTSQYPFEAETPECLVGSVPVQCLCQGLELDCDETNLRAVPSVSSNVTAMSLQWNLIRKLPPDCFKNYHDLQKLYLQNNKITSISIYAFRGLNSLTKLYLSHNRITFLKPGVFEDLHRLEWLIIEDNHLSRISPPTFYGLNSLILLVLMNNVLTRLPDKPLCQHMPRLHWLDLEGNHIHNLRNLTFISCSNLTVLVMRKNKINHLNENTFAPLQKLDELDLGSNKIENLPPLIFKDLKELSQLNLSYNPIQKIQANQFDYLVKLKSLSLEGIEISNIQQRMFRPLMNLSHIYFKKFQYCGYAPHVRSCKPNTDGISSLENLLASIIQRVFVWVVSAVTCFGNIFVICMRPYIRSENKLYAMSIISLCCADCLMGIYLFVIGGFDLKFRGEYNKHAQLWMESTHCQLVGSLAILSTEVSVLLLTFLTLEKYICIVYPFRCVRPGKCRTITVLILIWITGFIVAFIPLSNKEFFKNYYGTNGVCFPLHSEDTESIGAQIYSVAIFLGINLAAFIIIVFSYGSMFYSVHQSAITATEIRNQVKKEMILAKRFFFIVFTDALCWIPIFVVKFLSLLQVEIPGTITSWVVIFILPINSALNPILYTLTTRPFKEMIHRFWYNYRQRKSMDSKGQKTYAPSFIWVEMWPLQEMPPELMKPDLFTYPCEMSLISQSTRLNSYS
The depositor's hits bear a star; ? = inconclusive; . = not tested or not shown; & = joins results of further samples. Rule as the data show it, unless noted: active = activation above about 30%; inactive = the rest. Outcome played no part in choosing rows (roughly 7.3% active in at least one column).

SMILES | D1 PAM | D2 antag | D2 agonist | D1 ag | TRHR ag | D2 potentiator | D1 antag | TRHR enhancer | RXFP1 antag
CC(C)CC1(C)NC(=O)N(CC(=O)Nc2cccc(S(=O)(=O)N(C)c3ccccc3)c2)C1=O (configuration not stated) | 0 | -9 | -0.3 | 0 | 0.3 | -3 | -39* | 0 | -2
COc1ccc(CN2C(=O)c3ccccc3C2=O)cc1 | 2 | 7 | 0.7 | 6 | 0.1 | -2 | -15 | 9 | -16
CNC(=O)c1c(NC(=O)Cc2coc3ccc(OC)cc23)sc2c1CCCC2 | 0 | . | -0.4 | -1 | -0.1 | . | -1 | -1 | -10
c1ccc(-c2ccc3c(c2)NC(C2Nc4cc(-c5ccccc5)ccc4O2)O3)cc1 (configuration not stated) | 0 | -12 | -1.0 | 5 | 0.6 | 8 | -5 | -4 | 2
CCc1ccc(-c2ccc(C(=O)Oc3ccc(Br)cc3)cc2)nc1 | -3 | . | . | 1 | 0.2 | -10 | 3 | 0 | -1
O=C(Nc1ccc(C(F)(F)F)cc1)c1cc(S(=O)(=O)NC2CCCCCC2)ccc1F | -1 | . | . | 1 | 1.2 | -10 | -2 | 7 | -21
CCOC(=O)N1CCN(C(=O)C2CC(=O)N(c3ccc(C)cc3)C2)CC1 (configuration not stated) | 7 | . | . | 6 | -0.4 | . | -4 | 3 | -8
Cc1ccc2nc(-c3ccc(NC(=O)C4CCCO4)cc3)[nH]c2c1 (configuration not stated) | 0 | 17 | 0.8 | 1 | -0.3 | 20 | -7 | -4 | -19
Nc1nnn(CC(=O)N/N=C/C=C/c2ccccc2)n1 | -11 | -1 | -0.5 | 7 | -0.5 | 6 | -12 | -2 | -7
CCOC(=O)N1CCN(C(=O)c2ccc(NS(=O)(=O)c3ccc(C)cc3)cc2)CC1 | -1 | 2 | 0.4 | 7 | 0.5 | 10 | -6 | 0 | -3
CN(C)/N=C/C=C1\CC/C(=C\c2ccc(Br)cc2)C1=O | 10 | 6 | -0.4 | 5 | 1.6 | 4 | -10 | 4 | -4
Nc1n[nH]c(-c2ccccc2[N+](=O)[O-])n1 | 3 | -11 | 0.7 | 2 | 0.2 | 9 | 1 | -1 | 3
CC(NC(=O)Nc1ccccc1C(F)(F)F)c1c(-n2cccc2)sc2c1CCCC2 (configuration not stated) | -3 | . | 0.5 | 5 | 0.5 | -4 | -6 | 0 | -2
COc1ccc(CNC(=O)c2ccc[nH]2)cc1 | 2 | -3 | 1.3 | 5 | 0.2 | -3 | -4 | 3 | 3
O=C(NCc1ccc(Cl)cc1)C1CCN(S(=O)(=O)c2ccc(F)cc2)CC1 | 6&-2 | 6 | -0.9&-1.4 | 3&3 | -0.9&-0.6 | -4&-1 | 0&-11 | 3&-1 | 10&-29
O=C(Nc1ccccc1N1CCN(c2ccc(F)cc2)CC1)C12CC3CC(CC(C3)C1)C2 | 15 | -7 | 0.4 | 2 | 0.6 | 8 | 3 | 0 | 1
CCOc1ccc(S(=O)(=O)N2CCN(CN3C(=O)CC4(CCCC4)C3=O)CC2)cc1 | 7 | 18 | -0.1 | 0 | 0.1 | 5 | 7 | 3 | 8
O=C(/C=C/c1ccccc1)Nc1ccc(NC(=O)c2cccs2)cc1 | 0 | . | . | 4 | 0.1 | . | 2 | 4 | -13
Cc1cccc(Oc2ccc(S(=O)(=O)N3CCCCC3)cc2NC(=O)C2=COCCO2)c1 | -12 | -22 | -0.6 | 7 | -0.3 | 24 | -1 | 13 | 11
Cc1c(Cl)cccc1NC(=S)N1CCOCC1 | 1 | 28 | 1.1 | 1 | 1.0 | 2 | 7 | 5 | -1
COc1ccc(N=Cc2nc(-c3ccco3)oc2O)cc1 | 0 | . | . | -1 | 0.5 | . | 12 | -1 | -17
O=C(NNC1CC(=O)N(c2ccccc2)C1=O)c1cccnc1 (configuration not stated) | 0 | 0 | 0.3 | 2 | 0.3 | 10 | 8 | -4 | -3
CCCc1nnc(NC(=O)CCC(=O)NC2CCCC2)s1 | 12 | -13 | 0.8 | 2 | -0.4 | 5 | 6 | -3 | -1
CCN(CC)S(=O)(=O)c1ccc(OC)c(NC(=O)COc2ccccc2[N+](=O)[O-])c1 | 2 | -2 | 0.6 | 4 | 0.7 | 2 | -20 | 0 | -10
O=C(CN1CCN(S(=O)(=O)c2ccc(Br)cc2)CC1)N/N=C/c1ccc(Cl)c([N+](=O)[O-])c1 | -7 | -6 | -0.1 | 2 | 0.2 | 3 | -4 | 12 | -22
COc1cc(C)ccc1OCCSc1nc(-c2cccc(C)c2)nc2cc(=O)[nH]n12 | -2 | . | 0.0 | 1 | -0.8 | -1 | -12 | -2 | .
CCOc1c(Cl)cc(C(=O)Nc2ccccc2C(=O)O)cc1Cl | -2 | 5 | 2.8 | 29 | 3.2 | 0 | 4 | -1 | -10
CC1CN(C(=O)/C=C/c2ccc([N+](=O)[O-])s2)CC(C)O1 (configuration not stated) | -1 | -5 | 1.0 | 0 | 0.0 | -3 | -8 | -2 | 17
CN(/N=C/c1c[nH]c2ccccc12)c1cnn(-c2ccc(F)c(Cl)c2)c(=O)c1Cl | -10 | -16 | -0.7 | 1 | 0.3 | 3 | 17 | 3 | -10
Cc1ccc(-c2c(NC(=O)C(C)C)n(C)c3ccccc3c2=O)cc1 | -2 | -15 | -0.4 | 3 | 0.3 | -1 | -4 | -10 | 0
CC1CN(c2nc(-c3ccccc3)nnc2-c2ccccc2)CC(C)O1 (configuration not stated) | -5 | 5 | -0.7 | 4 | -0.5 | 9 | 24 | -5 | -25
Cc1ccsc1/C=N/N1CCN(c2ccccc2)CC1 | -1 | 10 | -0.5 | 10 | 0.4 | -12 | 3 | -6 | -4
COc1ccc(CC(=O)Nc2cccc(S(=O)(=O)N3CCCCCC3)c2)cc1OC | 1 | -9 | 0.6 | 20 | 0.1 | 0 | -28 | -4 | .
OCCC1CN(Cc2cnc(-c3ccccc3)s2)CCN1C1CCCC1 (configuration not stated) | -7 | 6 | 0.1 | 4 | -0.6 | -19 | -11 | 1 | -23
C=CCc1ccc(OC(=O)c2ccccc2)c(OC)c1 | 0 | 3 | -0.5 | 4 | 0.0 | 10 | 3 | 1 | .
O=[N+]([O-])c1ccc(-n2cnc3ccccc32)c([N+](=O)[O-])c1 | 8 | -2 | 0.1 | 3 | -0.5 | 11 | -5 | 4 | 17
COc1ccc2cc(Br)ccc2c1CC(=O)NC(C)(C)C | -2 | 22 | 16 | 2 | -0.8 | -5 | -21 | 0 | 46
CC(Sc1nnc(-c2ccco2)n1-c1ccccc1)C(=O)NCC1CCCO1 (configuration not stated) | 2 | 2 | -0.6 | 1 | -0.3 | -6 | -2 | -3 | 4
CCCN1Cc2cccc(C(=O)Nc3ccc4c(c3)OCO4)c2C1=O | -2 | 3 | -0.1 | 2 | -0.4 | 0 | 0 | 1 | 2
Cc1oc(-c2cccc(Cl)c2)nc1CN1CCCC(C(=O)N2CCN(c3ccc(F)cc3)CC2)C1 (configuration not stated) | -1 | . | 0.3 | 35* | -0.3 | 5 | -64* | 3 | .
FC(F)(F)c1ccc(CN2CCN(Cc3ccco3)CC2)cc1 | 1 | -6 | 0.4 | 2 | 0.5 | 4 | -12 | -2 | 6
COC(=O)C(NC(=O)c1ccccc1)(Nc1nccs1)C(F)(F)F (configuration not stated) | -1 | 0 | 0.5 | 6 | -2.2 | 9 | -2 | 28 | -10
COCCn1c(-c2ccsc2)nc2c1c(=O)[nH]c(=O)n2CC(C)C | 1 | -8 | -0.3 | 2 | -0.1 | -2 | 2 | -1 | 9
CCCN(C(=O)Cn1c(C(F)(F)F)nc2ccccc21)C1CCS(=O)(=O)C1 (configuration not stated) | 1 | -6 | 0.1 | 1 | -0.2 | -2 | 10 | 0 | -11
COc1ccc(OCCOC(=O)c2[nH]c(C)c(C(C)=O)c2C)cc1 | 2 | -16 | 1.3 | 23 | -0.4 | 3 | -3 | -4 | 6
Cc1cccc(N(C(=O)CNC(=O)c2ccco2)C(C(=O)NCC2CCCO2)c2ccccc2)c1 (configuration not stated) | -1 | 8 | 0.8 | 3 | -0.8 | 2 | -10 | -5 | -25
Cn1c(SCC(=O)Nc2ccc(Cl)cc2)nnc1C1CC1 | -4 | . | . | 2 | 0.8 | . | 15 | 1 | 2
CCCC(=O)Nc1nn(C)c2nc3c(C)cccc3cc12 | -4 | -2 | 0.6 | 1 | -0.6 | 8 | -1 | 10 | -8

Another view of some results above.
> O=C(NNC1CC(=O)N(c2ccccc2)C1=O)c1cccnc1 (configuration not stated)
- D1 PAM: 0
- D2 antag: 0
- D2 agonist: 0.3
- D1 ag: 2
- TRHR ag: 0.3
- D2 potentiator: 10
- D1 antag: 8
- TRHR enhancer: -4
- RXFP1 antag: -3
> CCCc1nnc(NC(=O)CCC(=O)NC2CCCC2)s1
- D1 PAM: 12
- D2 antag: -13
- D2 agonist: 0.8
- D1 ag: 2
- TRHR ag: -0.4
- D2 potentiator: 5
- D1 antag: 6
- TRHR enhancer: -3
- RXFP1 antag: -1
> CCN(CC)S(=O)(=O)c1ccc(OC)c(NC(=O)COc2ccccc2[N+](=O)[O-])c1
- D1 PAM: 2
- D2 antag: -2
- D2 agonist: 0.6
- D1 ag: 4
- TRHR ag: 0.7
- D2 potentiator: 2
- D1 antag: -20
- TRHR enhancer: 0
- RXFP1 antag: -10
> O=C(CN1CCN(S(=O)(=O)c2ccc(Br)cc2)CC1)N/N=C/c1ccc(Cl)c([N+](=O)[O-])c1
- D1 PAM: -7
- D2 antag: -6
- D2 agonist: -0.1
- D1 ag: 2
- TRHR ag: 0.2
- D2 potentiator: 3
- D1 antag: -4
- TRHR enhancer: 12
- RXFP1 antag: -22

(continued)
SMILES | D1 PAM | D2 antag | D2 agonist | D1 ag | TRHR ag | D2 potentiator | D1 antag | TRHR enhancer | RXFP1 antag
COc1cccc(S(=O)(=O)NC2CCN(C#N)C2)c1 (configuration not stated) | -6&2 | 1 | -0.3 | -1&3 | 1.4&0.3 | 5 | -18&11 | 1&0 | .
O=C(NCC(O)c1ccccc1)c1ccc(Cl)c(S(=O)(=O)N2CCCC2)c1 (configuration not stated) | -9 | 5 | -0.1 | 14 | 0.0 | -2 | -31* | -4 | -6
Cc1ccc(Nc2nc(C)nc3c2oc2ccccc23)cc1 | -2 | 21 | -1.8 | 2 | -1.4 | -8 | 15 | 3 | ?
COc1ccc(OC)c(/C=N\NC(=O)CSc2nnc(CCCc3ccc(OC)c(C)c3)o2)c1 | 0 | -17 | 0.9 | 2 | 0.4 | 5 | -5 | 0 | 4
Cc1ccc(NC(=O)CSc2ccc(-c3ccccn3)nn2)cc1F | -1&-4 | -12 | 1.4&0.0 | 2&7 | -0.9&0.2 | 2&2 | -20&-9 | 3&-4 | -2&13
CCCN1CCN(CCCNC(=O)Cn2c(-c3cccs3)cc3ccccc32)CC1 | 0 | . | 3.2 | 6 | 0.4 | -8 | -4 | -1 | -14
COc1ccc(C(=O)N(Cc2ccccc2)c2cccc(C)c2)cc1 | 1 | 2 | 0.7 | 10 | 2.9 | -3 | 1 | 2 | -11
COc1ccc(CNC(=O)CSc2cccc3cccnc23)cc1 | 1 | -3 | -0.5 | 0 | -0.8 | 2 | 13 | 18 | 26
O=c1cc(-c2ccc(O)c(O)c2)oc2cc(O)cc(O)c12 | 4 | 29 | -0.3 | 8 | 0.4 | -1 | 23 | 1 | .
